High-throughput results: PubChem BioAssay, several laboratories
iPSC survival up: enhancers of human iPSC single-cell survival | AID 602274 | 360,000 tested, 0.044% active | survival enhancement, % at 20 µM | hiPSC single-cell survival, ATPlite luminescence; 100% = ROCK inhibitor wells, 0% = DMSO; in the data active = survival enhancement above about 18%;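 note: cells exposed to compounds for 16 hours before the ATP read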
N-glyco inh: N-linked glycosylation inhibition; 360,000 tested, 0.23% active; D54 ERlucT glycosylation luciferase reporter, 24 h; percent of 100 nM tunicamycin response; reporter increase, % at 12.5 µM;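 active = mean luciferase reporter signal, scaled so untreated is 0 and the glycosylation-blocking control 100, at or above a set limit in every replicate; inconclusive = mean reaches the limit but not every replicate does; inactive = mean below the limit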;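 note: luciferase carries N-glycosylation sites so blocking glycosylation raises the light; 0% = median of neutral control wells and 100% = median of 100 nM tunicamycin wells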
H9c2 protect: protects H9c2 cardiomyocytes from peroxide injury; 360,000 tested, 0.63% active; protection from H2O2 cell death, % at 20 µM; H2O2 injury protection, ATPLite, 2 h;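 active = compounds giving at least 50% protection of heart cells from peroxide-induced death in the single-dose screen, raw or plate-pattern-corrected value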;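 note: 0% = DMSO wells with peroxide and 100% = DMSO wells without peroxide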
CaV13 ICDI inh: Primary screen for inhibitors of IQ motif and Ca2+-dependent inactivation inhibitor domain binding in CACNA1D, Förster resonance energy transfer in living cells, …; HEK cells, CFP/YFP FRET ICDI-IQ, plate reader, 10 min; percent FRET-ratio fall versus neutral wells; inhibition, % at 12.3 µM; 340,000 tested, 0.098% active; AID 743397;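 active = mean replicate inhibition of at least 30% and at least 1% of replicates passing that level; inconclusive = only one of the two criteria is met; inactive = neither criterion is met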;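 note: 0% = median of the neutral control wells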
PDI inh: inhibitors of human protein disulfide isomerase | PDI insulin aggregation turbidity, A650, 90 min | inhibition, % at 10 µM | 350,000 tested, 0.052% active | P07237;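 active = mean inhibition across replicates of 30% or more, whatever share of single replicates reach that level; inconclusive = mean inhibition below 30% while every single replicate reaches 30%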;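 note: absorbance from insulin aggregation driven by PDI reduction with DTT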
Target sequence (P07237 whole entry, looked up): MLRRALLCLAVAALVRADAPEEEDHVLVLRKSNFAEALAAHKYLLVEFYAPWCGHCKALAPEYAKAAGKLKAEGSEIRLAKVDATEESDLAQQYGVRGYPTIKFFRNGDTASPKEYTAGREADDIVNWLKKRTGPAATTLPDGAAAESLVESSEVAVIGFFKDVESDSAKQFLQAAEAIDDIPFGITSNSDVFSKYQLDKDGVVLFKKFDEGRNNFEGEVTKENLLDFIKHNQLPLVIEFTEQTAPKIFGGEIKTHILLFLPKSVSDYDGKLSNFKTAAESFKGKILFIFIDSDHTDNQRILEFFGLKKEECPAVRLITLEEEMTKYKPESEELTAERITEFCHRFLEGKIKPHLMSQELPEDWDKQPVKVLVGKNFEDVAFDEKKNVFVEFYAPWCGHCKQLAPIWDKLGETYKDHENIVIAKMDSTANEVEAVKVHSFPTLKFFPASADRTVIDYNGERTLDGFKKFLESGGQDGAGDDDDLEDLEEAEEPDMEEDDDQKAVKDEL
aDG glyco act: alpha-DG glycosylation activation | Pro5-aDG cells, alpha-DG glycosylation AlphaScreen (IIH6); 0% Pro5, 100% B10-LARGE cell signal | activation, % at 10 µM | 360,000 tested, 0.22% active | AID 624168;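 active = activation of at least 8% versus controls, or a plate z-score of at least 8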;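 note: Pro5 are CHO cells carrying HIG-tagged alpha-DG that lacks glycosylation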
Vif inh: inhibitors of HIV Vif. inhibition, % at 7.49 µM. HEK293T cells, Vif self-association by quenched fluorescence, imaging, 24 h. 340,000 tested, 0.35% active; in the data active = inhibition above about 50%, passing the limit was not always enough; inconclusive = no clear call, values can overlap the other calls; inactive = below about 31%; note: some results filed as inactive read as strong as hits
Granule exo inh: lytic granule exocytosis inhibition. TALL-104 LAMP-1 surface exposure, flow cytometry; cells stimulated with thapsigargin and PMA. inhibition, % at 10 µM. 360,000 tested, 0.66% active;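 active = inhibition above about 55%, limit read from the data; inconclusive = no clear call, values can overlap the other calls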
HTR2A ag: mouse HTR2A agonism via beta-arrestin recruitment; CHO-K1 mHTR2A beta-arrestin complementation, luminescence; percent of 30 µM serotonin response; activation, % at 7.6 µM; P35363; AID 624169; 360,000 tested, 0.66% active;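 active = activation above a run cutoff, the mean activation of all tested compounds plus 3 SD, cut at about 14% in these data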;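 note: 0% = plate median of compound wells and 100% = 30 µM serotonin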
Target sequence (P35363 whole entry, looked up): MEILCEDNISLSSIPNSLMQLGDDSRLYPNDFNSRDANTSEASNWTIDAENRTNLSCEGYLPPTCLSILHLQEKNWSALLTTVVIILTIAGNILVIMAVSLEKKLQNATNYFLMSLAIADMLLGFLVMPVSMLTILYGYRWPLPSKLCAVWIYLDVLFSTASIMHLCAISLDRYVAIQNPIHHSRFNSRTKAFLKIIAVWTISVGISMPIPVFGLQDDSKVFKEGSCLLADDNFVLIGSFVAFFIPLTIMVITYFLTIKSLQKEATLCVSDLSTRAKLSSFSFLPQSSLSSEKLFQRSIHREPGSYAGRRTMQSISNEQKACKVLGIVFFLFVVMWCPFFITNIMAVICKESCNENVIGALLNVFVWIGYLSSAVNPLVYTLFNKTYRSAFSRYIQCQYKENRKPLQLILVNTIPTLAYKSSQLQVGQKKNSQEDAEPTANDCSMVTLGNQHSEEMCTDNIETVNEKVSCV
ABCB6 inh MLPCN: human ABCB6 transporter inhibition | Q9NP58 | K562-ABCB6 porphyrin accumulation, flow cytometry, 1 h; hits give low values | fluorescence ratio to DMSO, % at 10 µM | 360,000 tested, 0.19% active;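 active = fluorescence ratio to DMSO below 75%, the collection mean minus 3 SD; inconclusive = too few cells collected in the well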;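 note: signal is porphyrin accumulated inside mitochondria; 100% equals median channel fluorescence of DMSO control wells; lower ratio means ABCB6 inhibition with less porphyrin fluorescence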
* = called active by the depositor; ? = inconclusive; · = no result given.

SMILES	iPSC survival up	N-glyco inh	H9c2 protect	CaV13 ICDI inh	PDI inh	aDG glyco act	Vif inh	Granule exo inh	HTR2A ag	ABCB6 inh MLPCN
CCOc1ccc(S(=O)(=O)NCCC(=O)N(C)Cc2cccs2)cc1	-0.6	-2	-4	-3	-60	0.2	-6	-3	-3	87
O=C(Nc1cc(S(=O)(=O)Nc2ccc(Cl)cc2)ccc1N1CCCCC1)c1ccc(F)cc1Cl	-1.6	-8	-15	-4	-7	0.2	-2	22	-5	98
Cc1cccc(C(=O)N2CCCC(CCC(=O)N3CCN(c4ccccn4)CC3)C2)c1C (configuration not stated)	-0.3	0	6	-7	4	0.3	-15	-2	3	91
CC(C)(C)[C@H]1C=C(C(=O)N2CCOCC2)O[C@@H](OCc2ccc(CO)cc2)C1	-0.3	0	1	-11	-5	-0.1	1	-3	0	101
COc1ccccc1-c1nnc(SCC(=O)Nc2ccccc2)o1	-0.2	0	7	-9	6	-0.4	0	4	-5	99
Cc1cccc(NC(=O)CSc2nc3ccccc3c(=O)n2C)c1	-0.7	0	-14	-21	2	1.4	-6	1	5	92
COc1ccccc1C(=O)Nc1ccnn1C1CCN(C/C=C/c2ccccc2)CC1	0.1	0	-3	-7	1	0.7	-4	7	-10	97
CCOCCCNC(=O)c1ccc(NC(=O)C2CCCO2)cc1 (configuration not stated)	0.3	-1	1	-18	4	-0.1	-1	7	1	98
COc1ccc(-n2nc(C(=O)NCC(=O)Nc3cc(C)ccc3OC)c3ccccc3c2=O)c(OC)c1	-0.1	2	-1	-4	-11	-0.2	-11	-3	2	101
Cc1ccc2[nH]c(=O)c(CN(CC3CCCO3)C(=S)Nc3ccccc3)cc2c1 (configuration not stated)	2.4	3	-2	-3	-12	-0.2	2	1	5	99
N/C(=N\NS(=O)(=O)c1ccccc1)c1ccccn1	-0.8	-3	51*	-1	5	0.0	0	-2	3	100
CCN1C(=NCCc2ccc([N+](=O)[O-])cc2)N[C@@H](c2ccccc2)[C@H](C(=O)OC)[C@H]1C	-2.6	3	3	-6	15	0.0	5	4	0	102
O=S(=O)(Nc1ccc2ccccc2c1)N1CCCCC1	0.1	7	-4	-5	-5	0.3	12	-3	-6	99
O=C(Nc1ccc2c(c1)OCCO2)c1oc2ccccc2c1NC(=O)C1CC1	-0.6	9	39	-6	-1	0.0	-7	-1	-2	97
Nc1nnc(SCC(=O)Nc2ccc(N3CCOCC3)c(Cl)c2)s1	0.2	-1	-13	-7	3	0.1	-7	-2	8	95
O=C(NCC(=O)N(c1cccc(F)c1)C(C(=O)NC1CCCC1)c1cccnc1)c1ccco1 (configuration not stated)	-0.6	0	-1	-3	-42	0.0	-5	-3	2	92
Cc1ccc(N/C(N)=N/c2nc(C(F)(F)F)cc(C(F)(F)F)n2)cc1	-1.3	3	-15	-5	0	0.0	-11	-1	8	99
COc1ccc(CN2C(=O)c3ccccc3C2=O)cc1C(=O)OC(C)C(=O)NC(N)=O (configuration not stated)	1.1	1	36	9	-33	-0.6	2	-1	0	95
CC(C)CC(N)c1csc(NC(=O)Nc2ccccc2C(C)(C)C)n1 (configuration not stated)	-1.7	-8	10	-11	10	1.9	-4	-11	0	94
COc1cc(NC(=O)c2ccccc2)ccc1NC(=O)Cc1ccccc1	0.2	-1	4	-5	10	0.1	-4	-4	-9	98
CCC(C(=O)O)N1C(=O)/C(=C/c2cccn2C)SC1=S (configuration not stated)	0.8	1	7	-4	2	0.2	20	-2	0	99
COc1cc(NC(=O)c2cccc([N+](=O)[O-])c2)ccc1NC(=O)c1ccco1	-0.4	-1	4	-4	-4	0.2	-1	0	-3	102
O=S(=O)(c1cnc(Cl)c(Br)c1)N1CCc2ccccc21	1.8	-3	-9	-4	-9	0.2	8	0	0	100
COc1ccc(CN(C(=O)c2ccc(CN3CCOCC3)o2)C(C(=O)NCC2CCCO2)c2ccc(F)cc2)cc1 (configuration not stated)	-0.3	24	4	3	-4	0.0	-5	1	1	91
CN(C)c1ccc(N=Nc2ccccc2C(=O)OCC(=O)N2CCCCCC2)cc1	-1.4	-9	-15	-15	-2	-0.5	-12	-1	-7	97

Given as labelled records: 2 of the compounds above.
COc1ccc(CN2C(=O)c3ccccc3C2=O)cc1C(=O)OC(C)C(=O)NC(N)=O (configuration not stated)
  iPSC survival up = 1.1 | N-glyco inh = 1 | H9c2 protect = 36 | CaV13 ICDI inh = 9 | PDI inh = -33 | aDG glyco act = -0.6 | Vif inh = 2 | Granule exo inh = -1 | HTR2A ag = 0 | ABCB6 inh MLPCN = 95
CC(C)CC(N)c1csc(NC(=O)Nc2ccccc2C(C)(C)C)n1 (configuration not stated)
  iPSC survival up = -1.7 | N-glyco inh = -8 | H9c2 protect = 10 | CaV13 ICDI inh = -11 | PDI inh = 10 | aDG glyco act = 1.9 | Vif inh = -4 | Granule exo inh = -11 | HTR2A ag = 0 | ABCB6 inh MLPCN = 94

Other records follow:
SMILES	iPSC survival up	N-glyco inh	H9c2 protect	CaV13 ICDI inh	PDI inh	aDG glyco act	Vif inh	Granule exo inh	HTR2A ag	ABCB6 inh MLPCN
NC(=O)C1CCN(c2cc(Cl)ccc2[N+](=O)[O-])CC1	-0.1	1	-1	-13	-5	-0.1	-4	-3	-4	98
CCC(C)(C)NC(=O)Cc1ccc(Cl)cc1	0.0	0	6	-4	7	0.5	1	-1	2	91
N#Cc1c(N)nc2c(c1N)CC(COc1ccccc1)O2 (configuration not stated)	-1.9	4	6	-2	4	0.8	8	0	-1	98
Cn1c(Cn2nnc(-c3ccccc3)n2)nnc1SCc1ccccc1Cl	-0.8	-2	-4	-6	20	0.7	4	2	-6	97
O=C(CN1CCCCC1)Nc1ccccc1Cl	-0.3	0	-10	-4	3	0.3	6	10	10	100
C[C@@H]1CN([C@@H](C)CO)C(=O)CCCn2nncc2CO[C@@H]1CN(C)C(=O)Nc1ccc(N2CCCCC2)cc1	-1.2	1	4	-9	-15	-0.1	1	-2	5	103
CC(C)OCCCN1CN(S(=O)(=O)c2ccc(Cl)cc2)c2nc3ccccc3nc21	-1.5	-2	-2	-5	5	0.0	20	-5	2	101
Cc1cc(C(C)(C)C)cc(C)c1CCNC(=O)c1c(C)noc1C	0.2	-2	-10	-7	-11	0.0	-30	-4	-4	96
O=C(CC(O)(c1ccccc1)C(F)(F)F)c1cccs1 (configuration not stated)	0.7	0	-2	-9	3	0.0	10	-1	-1	101
CCOc1ccc(CN2CCN(C3CCSCC3)CC2CCO)cc1 (configuration not stated)	2.5	2	-4	-7	3	-0.7	10	-5	-1	99
Cc1ccc(CS(=O)Cc2ccc(C(=O)NCc3ccc(OC(C)C)cc3)o2)cc1 (configuration not stated)	1.2	-1	-2	-4	0	-0.2	-6	7	-3	97
CC(C)OC(=O)NC(c1ccccc1)C(Cl)(Cl)Cl (configuration not stated)	-1.5	-2	0	-2	-2	-0.2	0	1	-2	99
CCCCn1c2c(c(=O)n(C)c1=O)C(CC(=O)OCC(=O)Nc1cccc(C(F)(F)F)c1)C(=O)N2 (configuration not stated)	-1.5	3	10	·	-12	0.2	0	-3	-4	97
Cc1ccc(C(=O)NC(=S)Nc2cccc(NC(=O)c3ccccc3Cl)c2)cc1[N+](=O)[O-]	1.3	0	-2	-6	9	-0.3	0	2	10	104
C=CCOc1c(Br)cc(CNCCCN2CCOCC2)cc1OC	0.4	0	10	-21	22	0.1	-15	11	7	103
COc1ccc(CCN(Cc2cccs2)S(=O)(=O)c2ccc(S(=O)(=O)N(C)C3CCCCC3)cc2)cc1OC	-2.2	0	-5	-5	-9	-0.3	-5	-4	-1	96
Cc1ccc(S(=O)(=O)N2CCN(C(=O)COC(=O)CC(C)c3ccccc3)CC2)c(C)c1 (configuration not stated)	-0.3	2	5	-15	2	0.7	7	-1	-1	97
COc1ccc(CN2C(=O)C(CC(=O)NCCN3CCOCC3)CC(C(=O)N3CCOCC3)=C2C)cc1 (configuration not stated)	-3.2	2	2	-3	-2	-0.1	-3	-6	0	106
CCOc1ccccc1N1CCN(C(=O)c2ccc3[nH]c4c(c3c2)CCCC4)CC1	-1.7	-1	0	-4	11	-0.3	-4	1	-2	92
CCOC(=O)Cc1ccc(Nc2nc(NCCOC)nc3ccsc23)cc1	-0.8	-1	3	-4	-1	0.4	-2	-10	-7	92
Cc1ccccc1S(=O)(=O)NC(=O)C1(C)CCN1C(=O)c1cccc2ccccc12 (configuration not stated)	-2.3	-2	-2	-6	-25	0.0	·	-2	6	98
COc1ccc(/C=N/NC(=O)c2cc3cc(OC)c(OC)cc3[nH]2)cc1	0.2	1	5	-3	-5	-0.3	-2	-8	-1	96
O=C(Cc1ccc(Br)cc1)NCCc1ccc(Cl)cc1Cl	-1.0	-5	-2	-5	-4	-0.1	-16	3	-6	99
C[C@H](O)C#Cc1ccc2c(c1)O[C@@H](CN(C)Cc1ccc(-c3ccccc3)cc1)[C@H](C)CN([C@@H](C)CO)S2(=O)=O	-1.6	-9	18	-10	8	-0.1	0	22	-5	101
O=C(CSc1nnnn1-c1ccccc1)Nc1ccc(Cl)cc1	0.3	-1	-2	-5	10	0.0	?	-1	-1	99
SMILES	iPSC survival up	N-glyco inh	H9c2 protect	CaV13 ICDI inh	PDI inh	aDG glyco act	Vif inh	Granule exo inh	HTR2A ag	ABCB6 inh MLPCN
c1ccc(-c2nc(N3CCN(c4ccccc4)CC3)nc(-n3ccnc3)n2)cc1	-0.2	-5	1	-6	-1	0.3	-12	8	2	102
COc1cc(NS(=O)(=O)c2c(C)[nH]c(C)c2C(=O)N2CCCC2)cc(OC)c1OC	-0.6	-1	7	-2	-4	1.2	1	-4	3	106
CC(NC(=O)CCC(=O)c1ccccc1)c1ccc(F)cc1 (configuration not stated)	0.2	-1	-1	-6	13	-0.3	6	-10	-5	88
OCCN(Cc1ccccc1)C(=S)Nc1ccc(Cl)cc1Cl	1.6	1	-3	-6	-2	0.1	-4	-1	-5	95
Cn1c(SCC(=O)NCC2CCCO2)nc2scc(-c3ccccc3)c2c1=O (configuration not stated)	0.0	-2	2	-3	0	-0.1	-1	-6	3	102
CCC(CO)Oc1cc(NCc2ccc(O)cc2)c2ncn(C(C)C)c2c1 (configuration not stated)	-0.1	2	-2	-6	8	0.0	2	5	-2	99
CNNC(=S)NCCC1=CCCCC1	-0.1	2	-1	-5	1	-0.1	2	-1	0	96
CCCCOc1ccc(C(=O)N(Cc2ccccc2)C2CCS(=O)(=O)C2)cc1 (configuration not stated)	1.4	·	-9	-3	8	0.7	·	-10	4	99
Cc1cc(C)c(S(=O)(=O)N2CCOC2CNC(=O)C(=O)NCCN(C)C)c(C)c1 (configuration not stated)	-0.2	0	5	·	11	0.0	-5	-4	4	96
Cn1cc(CN2CCN(Cc3cccnc3)CC2)c(-c2ccc3c(c2)OCCO3)n1	0.5	0	11	-5	-3	-0.2	-3	-5	-2	94
COC(=O)C(NC(=O)c1ccc(OC)cc1)(Nc1ncc(S(=O)(=O)c2ccc([N+](=O)[O-])cc2)s1)C(F)(F)F (configuration not stated)	-2.3	-2	0	·	1	0.1	·	2	-6	99
CCCCn1c(=O)[nH]c(=O)c2c1nc(Cn1ncc(Cl)c(Cl)c1=O)n2CCC	20*	-7	-4	-7	11	-0.3	2	-21	11	100
CCCN1C(=O)C(Cc2nc3ccccc3c(=O)n2-c2ccccc2)c2ccccc21 (configuration not stated)	3.7	2	0	-4	13	0.1	5	4	-4	98
